Compound activity (PubChem)
KDM4C inh: KDM4C (human) demethylase inhibition | GST-KDM4C 2-372, H3K9me3 peptide, LANCE TR-FRET | inhibition, % at 12.5 µM | 96,000 compounds, 0.15% hits | AID 720574;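 active = mean replicate inhibition above about 25%, with at least 55% of replicates also reaching it, limit read from the data, passing the limit was not always enough; inconclusive = only one of those two conditions met; inactive = neither condition met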
Target sequence (Q9H3R0 2-372 limits assumed): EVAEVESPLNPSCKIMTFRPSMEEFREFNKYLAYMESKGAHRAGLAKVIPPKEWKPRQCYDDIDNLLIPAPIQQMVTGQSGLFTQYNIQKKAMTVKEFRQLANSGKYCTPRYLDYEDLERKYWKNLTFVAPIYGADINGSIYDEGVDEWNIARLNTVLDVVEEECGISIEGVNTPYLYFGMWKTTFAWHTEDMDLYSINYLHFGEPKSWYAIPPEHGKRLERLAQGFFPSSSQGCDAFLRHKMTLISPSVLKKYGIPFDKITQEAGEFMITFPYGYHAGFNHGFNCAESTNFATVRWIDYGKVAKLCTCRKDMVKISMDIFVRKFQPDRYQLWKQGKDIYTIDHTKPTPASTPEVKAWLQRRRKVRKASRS
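reagent = H3K9me3 peptide substrate, Fe(II), 2-oxoglutarate | system = GST-tagged GASC-1 (JMJD2C) catalytic fragment, aa 2-372 | amount = enzyme final amount 10 nM | read-out = Fall in 671/618 emission ratio as inhibition | medium = HEPES buffer, pH 7.5, plus ascorbate | schedule = 30 min reaction, 60 min detection, RT | measured by = LANCE TR-FRET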
Tcruzi prolif: blocks T. cruzi growth in NIH3T3 culture. T. cruzi beta-gal in NIH3T3, GalScreen luminescence, 90 h. inhibition, % at 8.34 µM. 77,000 compounds, 5.9% hits. AID 624255;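 active = mean inhibition above about 93%, with at least 55% of replicates each passing it, limit read from the data, passing the limit was not always enough; inconclusive = only one of those two conditions holds; inactive = neither condition holds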
C diff growth: C. difficile growth inhibition; Clostridium difficile clinical isolate growth, OD600, 24 h; hits give low values; growth activity, negative = inhibition, % at 16 µg/mL (by protocol); 86,000 compounds, 0.25% hits;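 active = mean growth activity at or below -80% and every replicate also at or below -80%; inconclusive = mean at or below -80% but some replicate above -80%; inactive = mean growth activity above -80%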;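 note: 0% = DMSO wells and -100% = levofloxacin 16 µg/mL wells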
Pf Dd2 growth: blocks growth of Plasmodium falciparum Dd2 parasites; activity change, % at 10 µM; AID 1159554; P. falciparum Dd2 growth, SYBR Green, 72 h; hits give low values; 94,000 compounds, 2.3% hits; in the data active = activity change below about -80%; inconclusive = no clear call, values can overlap the other calls
Starred values were filed as active, the others as inactive; ? = inconclusive; · = no result given; & = joins results of further samples.

Every second line gives: C diff growth, Pf Dd2 growth, Tcruzi prolif, KDM4C inh
> CO[C@H]1CN(C)C(=O)c2cc(NS(=O)(=O)c3cccc(F)c3)ccc2OC[C@@H](C)N(C(=O)Cc2cccnc2)C[C@H]1C
    ·, -3, 44, 1.4
> CCCC#Cc1ccc2c(c1)O[C@H](CN(C)CC1CC1)[C@H](C)CN([C@H](C)CO)S2(=O)=O
    ·, -48, -12, 0.9
> C[C@@H]1CN([C@@H](C)CO)C(=O)Cc2cc(NC(=O)CCC(F)(F)F)ccc2O[C@@H]1CN(C)Cc1ccc(Cl)c(Cl)c1
    8, 10, 80, -0.6
> C[C@@H]1CCCCO[C@H](CN(C)C(=O)Nc2ccc(C(F)(F)F)cc2)[C@H](C)CN([C@@H](C)CO)C(=O)c2cc(NS(=O)(=O)c3ccccc3)ccc2O1
    5, -79, 77, 0.4
> O=C(NC[C@H]1[C@H](c2ccccc2)[C@H](CO)N1Cc1cccnc1)c1ccccn1
    -3, -23, 49, 3.6
> C[C@@H](O)C#Cc1ccc2c(c1)O[C@@H](CN(C)CC1CC1)[C@@H](C)CN([C@@H](C)CO)S2(=O)=O
    -6, 20, -53, -0.9
> COc1ccc(S(=O)(=O)Nc2ccc3c(c2)C(=O)N([C@@H](C)CO)C[C@H](C)[C@@H](CN(C)C(=O)Nc2cccc4ccccc24)OCCCC[C@H](C)O3)cc1
    3, -78, 69, -2.8
> C[C@H](CO)N1C[C@H](C)[C@@H](CN(C)C(=O)Nc2cccc3ccccc23)Oc2ccc(NC(=O)CCC(F)(F)F)cc2CC1=O
    -8, -14, 49, 2.0
> O=C(c1ccc(F)cc1)N1C[C@@H]2[C@H](c3ccccc31)[C@H](CO)N2C(=O)c1ccccc1
    -8, -2, -8, -0.8
> CCNC(=O)[C@H]1[C@H](CO)[C@H]2Cn3c(ccc(-c4cccc(OC)c4)c3=O)[C@H]2N1S(C)(=O)=O
    0, ·, -2, -0.1
> C[C@H](CO)N1C[C@H](C)[C@H](CN(C)C)Oc2ncc(C#Cc3cccnc3)cc2C1=O
    -1, -12, -1, 13
> CCCNC(=O)N1C[C@@H](C)[C@H](OC)CN(C)C(=O)c2cc(NS(=O)(=O)CC)ccc2OC[C@H]1C
    -1, ·, -9, -0.3
> CCCNC(=O)[C@@H]1[C@@H](CO)[C@@H]2Cn3c(cccc3=O)[C@H]1N2S(=O)(=O)c1ccccc1F
    -2, ·, -23, -0.8
> CC(C)NC(=O)N(C)C[C@@H]1OCCCC[C@@H](C)Oc2ccc(NC(=O)CCCCCC(=O)Nc3ccccc3N)cc2C(=O)N([C@H](C)CO)C[C@@H]1C
    2, 2, -30, 0.5
> Cc1ccc(S(=O)(=O)N(C)C[C@@H]2Oc3ncc(C#CC4(O)CCCC4)cc3C(=O)N([C@@H](C)CO)C[C@@H]2C)cc1
    5, -18, -2, -1.0
> Cc1ccc(S(=O)(=O)N(C)C[C@@H]2Oc3ccc(NS(=O)(=O)c4cccs4)cc3CC(=O)N([C@@H](C)CO)C[C@H]2C)cc1
    -6, -37, 71, 0.4
> CCC(=O)N1[C@@H](CO)[C@@H]2c3ccccc3N(C(=O)Nc3ccc(Cl)cc3)C[C@@H]21
    -2, -10, 11, 1.0
> C[C@@H]1CN([C@@H](C)CO)C(=O)c2cc(NC(=O)c3ccncc3)ccc2O[C@@H](C)CCCCO[C@@H]1CN(C)C(=O)NC1CCCCC1
    -6, -10, 43, 0.1
> COc1ccc2c3c(n(C)c2c1)[C@H](CO)N(Cc1ccccc1)CC31CN(CC2CC2)C1
    9, -24, ·, -0.6
> C[C@@H]1CN([C@@H](C)CO)C(=O)c2cc(NC(=O)CCN3CCOCC3)ccc2O[C@@H]1CN(C)Cc1ccccc1
    3, -8, 3, 1.1

Of the compounds above, two contain a Cl atom.
Every second line gives: C diff growth, Pf Dd2 growth, Tcruzi prolif, KDM4C inh
> C[C@@H]1CN([C@@H](C)CO)C(=O)Cc2cc(NC(=O)CCC(F)(F)F)ccc2O[C@@H]1CN(C)Cc1ccc(Cl)c(Cl)c1
    8, 10, 80, -0.6
> CCC(=O)N1[C@@H](CO)[C@@H]2c3ccccc3N(C(=O)Nc3ccc(Cl)cc3)C[C@@H]21
    -2, -10, 11, 1.0

Carrying on.
Every second line gives: C diff growth, Pf Dd2 growth, Tcruzi prolif, KDM4C inh
> O=C(N[C@H]1CC[C@@H](CC(=O)N2CCN(c3ccccc3)CC2)O[C@@H]1CO)c1ccccc1
    ·, 1, -32, 1.5
> N#C[C@H]1[C@H](c2ccc(-c3cccnc3)cc2)[C@@H](CO)N1C(=O)C1CCOCC1
    -6, 36, 48, 0.5
> CC(=O)N(C)C[C@@H]1Oc2cc(C#Cc3ccccc3)ccc2S(=O)(=O)N([C@@H](C)CO)C[C@H]1C
    -3, -56, 66, -1.4
> Cc1ccccc1-c1ccc2c(c1)O[C@H](CN(C)C(=O)Nc1ccc(C(F)(F)F)cc1)[C@H](C)CN([C@@H](C)CO)S2(=O)=O
    16, -73, 92, 0.2
> COc1ccccc1-c1ccc2c(c1)O[C@@H](CN(C)C(=O)c1ccccc1)[C@H](C)CN([C@H](C)CO)S2(=O)=O
    4, -45, -19, 3.9
> C[C@@H]1CN([C@H](C)CO)C(=O)Cc2cc(NC(=O)Nc3ccc(C(F)(F)F)cc3)ccc2O[C@@H]1CN(C)Cc1ccc(Cl)c(Cl)c1
    3, -29, 32, -0.4
> C[C@H](NC(=O)[C@@H]1[C@@H](CO)[C@@H]2Cn3c(ccc(-c4cccnc4)c3=O)[C@H]1N2C)c1ccccc1
    0, 4, 34, -0.8
> O=C(C[C@H]1C[C@@H]2c3cc(NC(=O)CC4CC4)ccc3O[C@@H]2[C@H](CO)O1)NCc1ccc(-c2ccccc2)cc1
    0, -19, 104*, -0.1
> C[C@H]1CN([C@@H](C)CO)C(=O)CCCn2cc(nn2)CO[C@H]1CN(C)C(=O)Cc1ccccc1
    0, -15, 23, -0.3
> C[C@@H]1CN([C@H](C)CO)C(=O)c2cc(NC(=O)Cn3cnnn3)ccc2O[C@H]1CN(C)C(=O)Nc1ccc(C(F)(F)F)cc1
    -6, 13, -57, 2.1
> CNC[C@@H]1OCCCC[C@@H](C)Oc2ccc(NS(=O)(=O)c3ccc(Cl)cc3)cc2C(=O)N([C@H](C)CO)C[C@H]1C
    ·, -59, 47, -4.2
> C[C@@H]1CN([C@H](C)CO)C(=O)c2cccc(NC(=O)NC3CCCCC3)c2O[C@@H]1CN(C)Cc1ccc(Cl)c(Cl)c1
    -2, -5, 89, -0.4
> C[C@H]1CN([C@@H](C)CO)C(=O)c2cc(NC(=O)CCC(F)(F)F)ccc2O[C@H]1CN(C)C(=O)Nc1ccc(C(F)(F)F)cc1
    0, 5, ·, 2.6
> C[C@@H]1CN([C@@H](C)CO)C(=O)c2cc(C#CCN(C)C)cnc2O[C@@H]1CN(C)C(=O)CCN1CCCCC1
    -2, 48, -16, 4.0
> C[C@@H]1CN([C@@H](C)CO)C(=O)c2cccc(NC(=O)C3CCCCC3)c2O[C@@H]1CN(C)S(C)(=O)=O
    -2, -20, 41, -2.4
> CCNC(=O)Nc1ccc2c(c1)C(=O)N(C)[C@@H]1CC[C@@H](CC(=O)N[C@@H](C)c3ccccc3)O[C@@H]1CO2
    26, ·, 28, 1.2
> COc1cccc(S(=O)(=O)N(C)C[C@@H]2Oc3cc(C#CCC(C)C)ccc3S(=O)(=O)N([C@@H](C)CO)C[C@H]2C)c1
    6, ?, 96*, -0.5
> Cc1noc(C)c1NC(=O)Nc1ccc2c(c1)C(=O)N([C@@H](C)CO)C[C@@H](C)[C@H](CN(C)S(=O)(=O)c1ccc(Cl)cc1)OCCCC[C@@H](C)O2
    -2, -48, 94, -0.3
> O=C(Nc1ccc2c(c1)[C@@H]1C[C@@H](CC(=O)N3CCOCC3)O[C@@H](CO)[C@@H]1O2)c1ccc2c(c1)OCO2
    4, -6, 57, -2.4
> CO[C@@H]1CN(C)C(=O)c2cc(NS(=O)(=O)CC(F)(F)F)ccc2OC[C@@H](C)N(C(=O)c2ccc3c(c2)OCO3)C[C@@H]1C
    ·, -10, ·, -3.6

Following part.
Every second line gives: C diff growth, Pf Dd2 growth, Tcruzi prolif, KDM4C inh
> O=C1CN(S(=O)(=O)c2ccccc2)C[C@@H]2[C@@H](c3ccc(C#CCc4ccccc4)cc3)[C@H](CO)N12
    3, -63, ·, -1.1
> CC(C)(O)C#Cc1ccc([C@H]2[C@H](CO)N3CCCCN(S(C)(=O)=O)C[C@@H]23)cc1
    -10, 7, 46, 0.3
> Cc1noc(C)c1S(=O)(=O)Nc1ccc2c(c1)C(=O)N([C@@H](C)CO)C[C@H](C)[C@@H](CN(C)C(=O)NC1CCCCC1)OCCCC[C@@H](C)O2
    -1, -60, -82, -0.4
> C[C@H]1CN([C@@H](C)CO)C(=O)c2ccccc2-c2ccccc2CO[C@@H]1CN(C)CC1CC1
    2, -10, -75, 0.7
> C[C@H](CO)N1C[C@H](C)[C@@H](CN(C)Cc2ccncc2)Oc2cc(C#C[C@@H](C)O)ccc2S1(=O)=O
    2, -27, 75, 4.1
> O=C(N[C@@H]1CC[C@H](CCNS(=O)(=O)Cc2ccccc2)O[C@H]1CO)c1ccccc1F
    ·, -6, 8, -1.3
> CNC[C@H]1OCCCC[C@H](C)Oc2ccc(NC(=O)Nc3ccccc3)cc2C(=O)N([C@H](C)CO)C[C@@H]1C
    -3, 30, 15, -2.1
> COCCNC(=O)C[C@@H]1C[C@H]2c3cc(NC(=O)CN(C)C)ccc3O[C@H]2[C@H](CO)O1
    -6, 11, -31, 0.7
> O=C(N[C@@H]1CC[C@@H](CC(=O)N2CCOCC2)O[C@H]1CO)c1cccc(F)c1
    ·, 6, -13, -2.4
> C[C@@H]1CN([C@@H](C)CO)C(=O)c2cc(NC(=O)Nc3ccc(C(F)(F)F)cc3)ccc2O[C@@H](C)CCCCO[C@H]1CN(C)S(=O)(=O)c1cccs1
    -6, -40, 100*, 0.4
> CO[C@H]1CN(C)C(=O)c2cc(NC(=O)c3cc(C)on3)ccc2OC[C@H](C)N(C)C[C@@H]1C
    ·, 17, -3, -1.8
> Cc1ccc(S(=O)(=O)N[C@H]2CC[C@H](CC(=O)N3CCC(Cc4ccccc4)CC3)O[C@H]2CO)cc1
    -6, -20, 52, 0.0
> CO[C@H]1CN(C)C(=O)c2ccc(NC(=O)c3nc4ccccc4s3)cc2OC[C@@H](C)N(Cc2cccnc2)C[C@@H]1C
    0, -35, 58, -0.9
> COc1ccc(S(=O)(=O)N(C)C[C@@H]2OCc3cnnn3CCCC(=O)N([C@@H](C)CO)C[C@H]2C)cc1
    -5&2, 20&-30, -62&-23, 0.1
> C[C@H](CO)N1C[C@H](C)[C@@H](CN(C)S(C)(=O)=O)Oc2ccc(NS(C)(=O)=O)cc2CC1=O
    0, 2, -22, -0.1
> CCCNC(=O)[C@@H]1[C@@H](CO)[C@@H]2Cn3c(ccc(-c4cccnc4)c3=O)[C@@H]2N1C(=O)c1ccccc1F
    23, ·, -59, -0.3
> Cc1noc(C)c1S(=O)(=O)N(C)C[C@H]1Oc2ccc(NC(=O)Nc3ccc4c(c3)OCO4)cc2CC(=O)N([C@H](C)CO)C[C@H]1C
    5, 54, 6, 0.3
> CC(C)NC(=O)N1[C@@H](CO)[C@@H]2c3ccccc3NC[C@@H]21
    -3, -6, -21, -1.3
> Cc1noc(C)c1S(=O)(=O)N(C)C[C@@H]1Oc2ccc(NC(=O)C3CCCCC3)cc2CC(=O)N([C@@H](C)CO)C[C@H]1C
    -7, -19, 6, -2.2
> CO[C@@H]1CN(C)C(=O)c2ccc(NC(C)=O)cc2OC[C@@H](C)N(CC2CC2)C[C@H]1C
    -2, 4, ·, 2.5

Reformatted as tab-separated lines: 2 of the compounds above.
molecule	C diff growth	Pf Dd2 growth	Tcruzi prolif	KDM4C inh
O=C1CN(S(=O)(=O)c2ccccc2)C[C@@H]2[C@@H](c3ccc(C#CCc4ccccc4)cc3)[C@H](CO)N12	3	-63	·	-1.1
CC(C)(O)C#Cc1ccc([C@H]2[C@H](CO)N3CCCCN(S(C)(=O)=O)C[C@@H]23)cc1	-10	7	46	0.3

More structures
Every second line gives: C diff growth, Pf Dd2 growth, Tcruzi prolif, KDM4C inh
> CN(C)CC(=O)N1[C@@H]2c3ccc(-c4ccc(F)cc4)c(=O)n3C[C@@H]2[C@@H](CO)[C@@H]1C(=O)NC1CCCC1
    1, -11, 101*, -1.2
> COc1cccc(C#Cc2cnc3c(c2)C(=O)N([C@@H](C)CO)C[C@H](C)[C@@H](CN(C)C(=O)C2CC2)O3)c1
    ·, -18, 92, -0.2
> Cc1ccc(-c2cnc3c(c2)C(=O)N([C@@H](C)CO)C[C@@H](C)[C@H](CN(C)Cc2ccccc2C(=O)O)O3)cc1
    -6, 26, -24, -1.3
> C[C@@H]1CN([C@H](C)CO)C(=O)c2cc(NC(=O)CCC(F)(F)F)ccc2O[C@@H](C)CCCCO[C@H]1CN(C)C(=O)Nc1ccc(F)cc1
    ·, -55, -46, 0.7
> C[C@H](CO)N1C[C@H](C)[C@H](CN(C)Cc2ccncc2)Oc2c(NC(=O)c3ccc(-c4nccs4)cc3)cccc2C1=O
    2&0, -10, ·, -0.9
